KLF5 inhibitor – inhibitors of KLF5 expression | DLD-1 KLF5 promoter-luciferase reporter, luminescence | actives 0.23% (n = 290,000) | AID 1700 | inhibition, % at 5 µM;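 active = inhibition above a per-plate limit of that plate's mean compound inhibition plus 3 SD, cut at about 60% in these data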;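 note: 0% = DMSO wells and 100% = LY294002 at 200 µM; higher means less KLF5 promoter-driven luciferase light; inactives centre near -14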
HSF-1 act – increases HSF-1 driven luciferase reporter signal; NIH3T3-HGL HSF-1 luciferase reporter, MG132, 8 h; 100% = twice DMSO control signal; activation, % at 9 µM; actives 1.7% (n = 300,000); AID 504408;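 active = mean replicate activation of at least 50% with a set share of replicates each reaching 50%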;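 note: 0% = median of the neutral control wells and 100% = twice that signal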
GSK3B inh – inhibitors of human GSK3beta kinase; P49841; GST-GSK3beta kinase, ADP-Glo luminescence, 60 min; stronger effect = lower value; activity score (negative = inhibition), % at 10 µM; actives 0.038% (n = 300,000); AID 2097;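 active = more than half of replicate wells score below -50%, meaning over 50% inhibition versus plate controls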;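 note: 0% = median DMSO wells and -100% = median GW8510 positive control wells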
Target sequence (P49841 whole entry, looked up): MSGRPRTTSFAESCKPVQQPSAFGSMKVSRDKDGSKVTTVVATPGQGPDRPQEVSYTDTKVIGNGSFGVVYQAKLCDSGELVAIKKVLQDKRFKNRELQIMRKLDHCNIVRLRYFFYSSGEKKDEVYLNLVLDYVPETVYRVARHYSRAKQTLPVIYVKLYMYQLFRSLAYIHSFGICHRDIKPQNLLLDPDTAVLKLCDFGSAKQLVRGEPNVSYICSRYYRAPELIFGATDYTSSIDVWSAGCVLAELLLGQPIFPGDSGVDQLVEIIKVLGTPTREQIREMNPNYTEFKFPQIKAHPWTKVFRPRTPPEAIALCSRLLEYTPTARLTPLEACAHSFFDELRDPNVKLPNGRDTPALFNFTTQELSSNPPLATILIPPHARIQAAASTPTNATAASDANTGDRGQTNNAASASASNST
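Test system – GST-tagged human GSK3beta kinase, cell-free · Incubation – 60 min enzyme reaction, room temperature · Signal – ADP-Glo luminescence · Also added – peptide substrate and ATP at 25 µM · Controls – DMSO neutral wells and GW8510 at 20 µM as positive · Buffer or medium – Tris/MgCl2 kinase buffer · Measure – Luminescence-derived activity versus plate DMSO and GW8510 wells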
AI-2 QS modul – modulators of Vibrio harveyi AI-2 quorum sensing system; Vibrio harveyi JMH597 AI-2 luminescence/OD600 ratio, 9 h; stronger effect = lower value; strain lacks LuxN and CqsS sensors; 0 = neutral-control median; activity change, % at 7.5 µM; actives 0.4% (n = 300,000); in the data active = activity change below about -75%, passing the limit was not always enough;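 note: luminescence divided by OD600 gain over 9 h not by final OD600 alone; inactives centre near 13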
PolyA inh – blocks polyadenylation in yeast reporter cells. S. cerevisiae SKY197-pL101 polyadenylation reporter, beta-gal luminescence; efflux-impaired pdr1/pdr3 knockout yeast; score 100 = 6 SD above DMSO. calls only at 12 µM. actives 0.02% (n = 300,000). AID 1875;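 active = lowest replicate activity score at least 50, where 100 means six control SD above control mean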;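 note: yeast exposed to compound for 9 h at 30 °C; higher score means more reporter readthrough which indicates perturbed polyadenylation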
IEC-6 tox – kills IEC-6 intestinal cells in KLF5 counter-screen. IEC-6 cytotoxicity, luminescence viability. inhibition, % at 5 µM. actives 0.78% (n = 290,000). AID 1825; in the data active = inhibition above about 22%;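 note: 0% = plate median of test compound wells and 100% = cytotoxic reference compound wells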
HSF1 inhib – HSF1 inhibition; NIH3T3-HGL HSE-luciferase, MG132-induced, luminescence 8 h; stronger effect = lower value; activity change, negative = inhibition, % at 7.5 µM (by protocol); actives 0.77% (n = 300,000); AID 2098;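 active = more than half of replicate wells show activity change below -50%, luminescence cut by over half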;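 note: luciferase reports HSF-1 transcriptional activity via heat shock element; 0% = median of DMSO wells and -100% = zero luminescence signal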
aSyn 5UTR inh – 5' untranslated region of α-synuclein, MLPCN primary screen; alpha-synuclein 5'UTR reporter, inhibitor activity; inhibition, % (tested at 7.5 µM); actives 0.82% (n = 300,000); AID 1813; in the data active = inhibition above about 60%;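 note: H4 neuroglioblastoma cells stably carrying SNCA 5'UTR luciferase fusion; 0% = DMSO wells and 100% = positive control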
GSK3 alpha inh – human GSK-3 alpha kinase inhibition | ADP-Glo luminescence, 60 min | inhibition, % at 10 µM | actives 0.1% (n = 320,000) | AID 2650;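 in the data active = inhibition above about 50%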;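 note: GST-tagged GSK-3 alpha with peptide substrate and 25 µM ATP; 0% = DMSO neutral wells and 100% = GW8510 positive control wells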
Target sequence (P49840 whole entry, looked up): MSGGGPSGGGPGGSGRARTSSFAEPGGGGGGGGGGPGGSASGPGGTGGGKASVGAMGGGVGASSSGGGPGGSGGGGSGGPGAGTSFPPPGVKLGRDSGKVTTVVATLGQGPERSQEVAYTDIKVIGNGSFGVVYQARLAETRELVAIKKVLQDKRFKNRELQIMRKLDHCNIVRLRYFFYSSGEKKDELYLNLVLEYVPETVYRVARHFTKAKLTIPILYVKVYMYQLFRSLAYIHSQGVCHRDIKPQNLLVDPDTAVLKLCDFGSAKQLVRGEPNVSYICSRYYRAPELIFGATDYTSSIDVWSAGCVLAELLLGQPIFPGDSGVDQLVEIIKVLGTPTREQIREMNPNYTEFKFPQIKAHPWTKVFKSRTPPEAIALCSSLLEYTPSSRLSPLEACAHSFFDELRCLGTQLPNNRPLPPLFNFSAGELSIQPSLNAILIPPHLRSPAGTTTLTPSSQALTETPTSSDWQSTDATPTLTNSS
HSP90 refold inh – inhibitors of HSP90 luciferase refolding in rabbit reticulocyte lysate; luciferase refolding luminescence, 3 h; inhibition, % at 5.6 µM; actives 0.91% (n = 290,000); AID 1789;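 active = inhibition above the screen-wide mean plus 3 SD, computed separately per campaign, cut at about 16% in these data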;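 note: 0% = DMSO wells and 100% = 60 µM geldanamycin wells; inhibitors lower the luminescence because luciferase stays unfolded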
* = called active by the depositor; i = inactive; . = not tested or not shown.

Compound	KLF5 inhibitor	HSF-1 act	GSK3B inh	AI-2 QS modul	PolyA inh	IEC-6 tox	HSF1 inhib	aSyn 5UTR inh	GSK3 alpha inh	HSP90 refold inh
COc1ccc2c(c1)C(NC(C)=O)C(=O)N2C (stereo unspecified)	0.8	-6.4	3.4	-6.5	i	6.9	3.6	4.0	-1.2	1.7
COC(=O)c1sccc1S(=O)(=O)N1CCCC(N(C)CCc2ccccn2)C1 (stereo unspecified)	-69.6	14.4	2.9	37.2	i	-5.1	8.1	-7.8	5.3	3.9
COc1ccccc1OC(=O)C1CC(=O)N(c2ccc(Cl)cc2)C1 (stereo unspecified)	10.5	4.6	4.9	3.5	i	-1.4	-11.6	20.6	2.2	0.1
COc1ccc(OC)c(CCNC(=O)c2cccc(NC3=NC4CS(=O)(=O)CC4S3)c2)c1 (stereo unspecified)	-3.8	-0.7	2.9	18.4	i	-11.2	0.4	-25.2	-0.1	-6.3
CC(C)[C@H](NC(=O)c1ccccc1)C(=O)OCc1nnc(-c2ccccc2)o1	-4.9	10.5	1.3	12.3	i	-4.7	-0.3	26.6	1.9	3.4
Cc1ccc(C(=O)NC2=NCCS2)cc1Cl	-136.6	36.7	0.1	15.1	i	6.6	24.0	-109.8	-2.3	-0.8
CC(C)NC(=O)N(O)C1N(C(C)C)C(=O)N(Cc2ccc3c(c2)OCO3)C1(C)C (stereo unspecified)	-3.4	-12.9	4.2	13.1	i	6.8	-0.7	-16.6	1.5	3.3
O=C(/C=C/c1ccco1)NC(=S)Nc1ccc(O)c(-c2nc3ccccc3s2)c1	-1.5	-6.0	-2.4	0.4	i	-1.7	8.9	40.6	-1.7	0.1
CCOC(=O)C1CCCN(C(=O)C2CCN(S(=O)(=O)c3c(C)noc3/C=C/c3ccccc3F)CC2)C1 (stereo unspecified)	-7.8	35.0	1.7	1.0	i	1.3	13.2	9.7	-1.3	0.0
Cc1ccc(S(=O)(=O)N2CCN(CCC#N)CC2)cc1	-4.6	-23.4	2.2	3.5	i	-4.0	-3.8	-3.7	-1.6	15.7
COc1ccc(F)cc1S(=O)(=O)N1CCN(c2ccccn2)CC1	-2.3	4.2	1.9	2.1	i	-2.9	2.4	2.5	-4.4	4.4
COc1ccc(-n2c(SCc3ccc(C#N)cc3)nnc2-c2ccccn2)cc1	-13.7	13.1	0.6	15.4	i	2.0	4.5	28.0	-1.3	5.7
CC(=O)c1cc(-c2ccccc2)n(CC(=O)N2CCCCC2)c1C	-5.7	1.7	1.1	-0.3	i	3.3	1.3	1.0	.	-2.2
Cc1ccsc1-c1cc(C(=O)O)c2c(ccc3ccccc32)n1	-33.3	10.6	5.3	13.5	i	4.2	-5.1	-20.1	-5.5	-0.9
Cc1occc1C(=O)NC1CCCN(Cc2ccc(CC(C)C)cc2)C1 (stereo unspecified)	-17.9	1.9	-1.0	9.3	i	1.9	-1.7	-14.7	0.2	0.3
Cc1ccc(S(=O)(=O)N2CCOCC2)cc1NC(=O)COC(=O)CNC(=O)c1ccc(Cl)cc1Cl	-27.2	6.0	1.5	6.1	i	-4.2	-11.3	7.6	.	-3.5
O=C(CS(=O)(=O)c1cn(Cc2ccc(Cl)cc2)c2ccccc12)N1CCCC1	-24.3	33.1	-4.3	0.8	i	-9.2	11.5	-8.1	-0.6	0.1
COC(=O)CSc1ccc(C#N)c(SCC(=O)OC)c1	-5.6	8.6	1.7	33.3	i	-2.5	-3.8	-4.2	-4.6	0.0
C=CCOc1ccc(Br)cc1/C=N/O	-37.1	13.6	0.3	11.8	i	-3.6	-5.4	4.6	4.0	-1.4
Cc1ccc2[nH]c(C)c(CCNC(=O)c3c(N)no[n+]3[O-])c2c1	-33.8	34.3	3.3	32.8	i	-1.9	13.9	-5.0	1.0	-0.2
Cc1ccc(Cl)c(NC(=O)COC(=O)C2CCC2)c1Cl	.	7.8	2.1	6.2	i	.	4.4	-15.2	0.3	.
CC(C)(C)c1ccc(C(=O)N/N=C/c2ccccn2)cc1	-17.4	5.5	6.0	51.8	i	10.8	11.9	-49.7	-2.7	-1.4
CCCCSc1ccc2nc(-c3ccc(C#N)cc3)cn2c1	-70.8	41.8	2.7	11.6	i	-4.1	29.0	-127.8	-1.9	-1.1
O=c1cc(-c2ccccc2Cl)oc2cc(O)cc(O)c12	-0.4	3.9	-2.7	16.2	i	-1.7	1.6	-58.2	2.7	-4.8
COc1ccc(NC(=O)Nc2ccccc2F)cc1	-69.4	39.7	0.0	12.2	i	2.3	28.9	-134.0	0.8	12.1
COc1ccc(NC(C)=O)cc1S(=O)(=O)Nc1ccccc1C(=O)N1CCCC1	-38.4	-4.3	3.4	15.0	i	1.6	-3.1	10.6	1.9	-0.1
Cc1c(CC(=O)NCC(=O)NCC(=O)O)c(=O)oc2c(C)c3oc4c(c3cc12)CCCC4	-2.1	-5.4	1.3	-6.2	i	2.0	-4.8	11.2	-0.6	1.2
Cc1ccc(C)c(S(=O)(=O)NCCN2CCOCC2)c1	-50.7	-0.9	4.1	18.7	i	-3.7	-6.0	-8.4	-1.8	-1.3
O=C(c1ccc([N+](=O)[O-])c(CS(=O)(=O)c2ccc(Cl)cc2)c1)N1CCCC1	-5.7	-2.4	2.8	16.1	i	-2.7	-0.9	21.5	-1.2	-2.6
O=C1/C(=C\c2ccncc2)SC(=S)N1C1CCCCC1	2.7	14.0	0.7	18.0	i	-0.7	-0.9	-2.5	-0.7	-4.0
COC(=O)CCCC1=CC2=CC(=O)C(C)(OC(=O)c3cccs3)C(=O)C2=CN1CCc1c[nH]c2ccccc12 (stereo unspecified)	.	-8.5	4.1	11.2	i	.	-0.2	7.8	-1.5	.
CC(=O)c1ccccc1OCC(O)CN1CCN(c2ccccn2)CC1 (stereo unspecified)	-13.0	1.5	1.8	14.6	i	-1.9	2.2	5.5	-7.5	1.6
O=C(COc1cccc2ccccc12)N/N=C/c1ccco1	14.5	-17.5	1.0	-2.6	i	4.8	0.2	-20.6	-5.5	-0.9
Cn1c(=O)[nH]c(=O)c2c1nc(NCc1ccccc1)n2CCCc1ccccc1	6.8	23.9	2.1	7.6	i	-2.7	1.7	28.4	-0.6	-0.2
COc1ccc(-c2nnc(SCC(=O)N(Cc3ccccc3)C(C)(C)C)o2)cc1OC	4.3	-0.6	-2.9	9.7	i	-8.1	-4.7	26.0	-0.6	0.0
Cc1ccc(S(=O)(=O)N2CCN(S(=O)(=O)N(C)C)CC2)c(C)c1	-8.5	-1.1	4.9	12.4	i	0.3	-2.9	12.6	1.3	2.7
Cc1c(NCc2cc(Cl)ccc2O)c(=O)n(-c2ccccc2)n1C	7.7	12.9	-1.1	8.2	i	3.0	3.5	-10.4	0.3	2.1
COc1ccccc1Oc1ccc(N2CC(C(=O)OCC(=O)c3ccc(F)cc3)CC2=O)cc1 (stereo unspecified)	-29.0	-4.8	-1.3	35.3	i	-7.2	-3.6	8.4	.	-0.4
Cc1ccccc1-c1nc(CS(=O)(=O)CC(=O)NCCCN2CCCC2)c(C)o1	-13.0	-1.6	2.2	4.6	i	3.1	-4.7	-14.1	-1.8	1.5
COc1ccc(OCc2cc(C(=O)N(C)C3CCOCC3)no2)c2ccccc12	-44.8	29.7	3.9	5.7	i	3.8	17.2	-54.1	2.4	2.0
O=C(O)C1=NN(c2c(F)c(F)cc(F)c2F)C(=O)CC1	-6.5	-7.5	0.9	6.6	i	0.3	-5.7	6.5	-3.5	-1.9
CC(/C=C/c1ccco1)=N\NC(=O)C(O)c1ccccc1 (stereo unspecified)	-23.1	8.6	-3.9	21.9	i	1.3	4.3	-1.9	-1.1	1.8
Cc1ccc(-c2nnn(CC(=O)N(Cc3ccccc3)C(C(=O)NC3CCCC3)c3ccncc3)n2)o1 (stereo unspecified)	-10.9	4.8	-0.3	36.5	i	4.1	3.6	1.6	.	-0.6
Cc1ccccc1-n1c(=O)c2ccccc2n2cnnc12	-23.8	-2.0	-3.2	25.2	i	-3.8	-6.6	5.8	-4.4	-6.6
CS(=O)(=O)c1ccc(-c2cc(Br)sc2-c2ccc(F)cc2)cc1	.	-49.2	-4.5	1.6	i	.	-33.1	44.1	-0.6	.
O=C(O)c1cccc(-n2cccc2/C=C\[N+](=O)[O-])c1	-44.5	18.9	1.7	28.0	i	-13.1	10.0	17.8	0.6	1.6
COc1ccc(NC(=O)c2ccc(C)cc2Cl)c([N+](=O)[O-])c1	-32.1	21.7	-5.6	5.0	i	-5.3	19.8	-131.2	0.9	-5.6
CCN(CC)c1ccc(C2C(C(=O)OC)=C(C)NC(C)=C2C(=O)OC)cc1	-7.0	10.4	1.1	24.6	i	-7.5	3.1	-2.3	-0.6	-3.4
COc1ccc(-c2noc(C3CCCN(S(=O)(=O)c4cccc(Cl)c4C)C3)n2)cc1OC (stereo unspecified)	-10.6	0.3	-1.6	6.9	i	-0.6	1.9	25.8	-2.4	5.4
COc1ccc(N(C)S(=O)(=O)c2cccc(C(=O)NC3CCCCC3C)c2)cc1 (stereo unspecified)	12.0	13.7	-3.3	12.6	i	-7.5	10.0	14.0	-7.9	0.1

Screening results deposited in PubChem by several laboratories.

An excerpt; count on the stated rates, not on these rows.
